Screening data as filed in PubChem.
PMI act satM6P = human PMI activators, high substrate, primary screen, biochemical, fluorescence intensity, near-saturating mannose 6-phosphate. Mannose-6-phosphate isomerase (Homo sapiens), P34949. coupled PMI enzyme assay, resazurin fluorescence, 20 min; active compounds read high; 1 = untreated enzyme, 0 = substrate-free blank. activation factor at 20 µM. 190,000 tested, 0.34% active. AID 1216, 2008;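 active = activation factor of 2 or more at 20 µM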
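assay system = human phosphomannose isomerase with PGI, G6PDH, diaphorase coupling enzymes | quantity = 15 ng/mL PMI | incubation = enzyme reaction with compound 20 min at room temperature | medium = HEPES pH 7.4 buffer with MgCl2 and Tween-20 | compound dosing = one concentration, 20 µM, in 1% DMSO | measured by = Diaphorase-driven resazurin-to-resorufin fluorescence, excitation 544, emission 590 nm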
TNAP inh hiacc = human TNAP enzyme inhibitors, primary screen, biochemical, luminescent, high phosphate acceptor level, uHTS; purified TNAP, CDP-star luminescence, 1 M DEA; inhibition, % at 20 µM; Alkaline phosphatase, tissue-nonspecific isozyme (Homo sapiens), P05186; 200,000 tested, 0.03% active; AID 1135, 2008;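 active = over 50% inhibition of tissue-nonspecific alkaline phosphatase at 20 µM in the single-dose screen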;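 also: plate controls were DMSO wells for no effect and EDTA-quenched wells as full inhibition for full effect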
Target sequence (P05186 whole entry, looked up): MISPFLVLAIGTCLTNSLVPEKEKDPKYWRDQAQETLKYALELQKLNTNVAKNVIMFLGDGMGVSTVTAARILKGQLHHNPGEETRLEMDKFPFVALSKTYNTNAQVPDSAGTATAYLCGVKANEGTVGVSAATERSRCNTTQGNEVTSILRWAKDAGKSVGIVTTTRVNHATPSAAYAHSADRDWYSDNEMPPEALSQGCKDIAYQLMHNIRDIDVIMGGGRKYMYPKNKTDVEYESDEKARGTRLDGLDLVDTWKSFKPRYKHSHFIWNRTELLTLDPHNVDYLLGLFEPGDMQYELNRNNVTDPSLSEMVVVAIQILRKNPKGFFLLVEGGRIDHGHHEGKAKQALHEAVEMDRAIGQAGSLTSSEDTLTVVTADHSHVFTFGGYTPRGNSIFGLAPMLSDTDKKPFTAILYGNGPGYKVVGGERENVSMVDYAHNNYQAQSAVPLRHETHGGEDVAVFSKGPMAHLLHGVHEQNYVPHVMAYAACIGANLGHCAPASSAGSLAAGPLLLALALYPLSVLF
APP 5'UTR act = activators of APP 5'UTR luciferase reporter, primary screen, SH-SY5Y cells. SH-SY5Y APP 5'UTR luciferase reporter, luminescence; zero percent = DMSO vehicle wells. activation, % at 2 µM. 190,000 tested, 1% active;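 active = activation above a set limit, based on mean plus 3 SD of controls, cut at about 140% in these data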; also: values of inactives mirror those of a sister screen read the other way
FLuc inh counter = firefly luciferase enzyme inhibitors, primary screen, artefact control for luciferase-based inhibitor screens, biochemical, luminescence, ATPLite. 10 min. AID 1006, 2008. Luciferin 4-monooxygenase (Photinus pyralis), P08659. inhibition, % at 10 µM. 200,000 tested, 1.5% active;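 active = inhibition above about 50% when tested at 10 µM, limit read from the data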
Target sequence (P08659 whole entry, looked up): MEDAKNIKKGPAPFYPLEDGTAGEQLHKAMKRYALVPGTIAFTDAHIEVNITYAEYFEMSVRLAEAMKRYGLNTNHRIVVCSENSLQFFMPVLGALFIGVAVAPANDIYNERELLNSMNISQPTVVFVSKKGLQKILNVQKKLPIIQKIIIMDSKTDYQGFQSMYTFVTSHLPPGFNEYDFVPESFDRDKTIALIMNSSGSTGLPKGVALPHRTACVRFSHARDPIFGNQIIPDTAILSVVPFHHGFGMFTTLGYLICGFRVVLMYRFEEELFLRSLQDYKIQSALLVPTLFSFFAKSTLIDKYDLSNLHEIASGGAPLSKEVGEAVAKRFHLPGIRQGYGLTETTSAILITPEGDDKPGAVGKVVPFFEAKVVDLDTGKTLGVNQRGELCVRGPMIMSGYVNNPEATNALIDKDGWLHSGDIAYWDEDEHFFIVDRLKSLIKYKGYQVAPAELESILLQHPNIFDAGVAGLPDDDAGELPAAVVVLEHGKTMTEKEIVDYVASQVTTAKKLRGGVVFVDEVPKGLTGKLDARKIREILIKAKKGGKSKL
bIAP act = bovine intestinal alkaline phosphatase activators, primary screen, biochemical, bovine IAP, CDP-star luminescence | AID 1016, 2008 | alkaline phosphatase, intestinal [Bos taurus] | 200,000 tested, 0.17% active | activation factor at 20 µM | purified bovine IAP, 30 min; active compounds read high; fold of DMSO-control signal, blank-subtracted;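 active = activation factor of 2 or more at 20 µM, a signal rise over negative controls twice the positive control's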
TNAP act hiacc = TNAP activators at high phosphate acceptor level, primary screen, biochemical, luminescence, uHTS | Alkaline phosphatase, tissue-nonspecific isozyme (Homo sapiens), P05186 | purified TNAP, CDP-star luminescence, 1 M DEA, 30 min; active compounds read high; 0 = EDTA background, 1 = DMSO-only activity | activation factor at 20 µM | 200,000 tested, under 10 active | AID 1136, 2008;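 active = activation factor at least 2 at 20 µM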
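Dosing: 20 µM single point. System: human TNAP. Amount: TNAP 1/800 final. Incubation: 30 min, room temperature. Read-out: TNAP activation factor scaled between EDTA and DMSO control wells. Signal: luminescence from CDP-star hydrolysis. Medium: 1 M DEA, pH 9.8, Mg2+, Zn2+. Control set: EDTA negative control, DMSO positive control.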
FLuc stim CS = FLuc activators, initial screening, artefact control for FLuc-dependent activation tests, biochemical, ATPlite luminescence. Luciferin 4-monooxygenase (Photinus pyralis), P08659. ATPlite luciferase biochemical, 10 min; 0 = ATP-free wells, 1 = DMSO control. activation factor at 10 µM. 200,000 tested, under 10 active. AID 1027, 2008;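 active = luciferase activation factor, scaled between plate controls, of at least 2 with compound at 10 µM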
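Material: Luciferase/luciferin reagent mix | Doses: Test compounds dosed from 2 mM stocks in 100% DMSO | Timing: 10 min incubation after luciferase reagent addition, room temperature | Measured by: Luminescence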
NF-kB neuron act = activators of NF-kB expression in neurons, primary screen, cell-based, HTS; human neuronal cells, NF-kB reporter expression; active compounds read high; fold change at 12.5 µM; 190,000 tested, 1.6% active; AID 1239, 2008; in the data active = fold change above about 3.3
PMI activator = activators of human PMI, primary screen, biochemical, fluorescence intensity, near-Km mannose 6-phosphate | Mannose-6-phosphate isomerase (Homo sapiens), P34949 | purified human PMI, coupled resazurin fluorescence, 20 min; active compounds read high; 1 = vehicle control, 0 substrate-free wells | activation factor at 20 µM | 190,000 tested, 0.005% active;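 active = activation factor of 2 or more at 20 µM, relative to plate controls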
TNAP inh no acc = human TNAP enzyme inhibitors, primary screen, biochemical, luminescent, no phosphate acceptor, uHTS; Alkaline phosphatase, tissue-nonspecific isozyme (Homo sapiens), P05186; purified TNAP, CDP-star luminescence, 30 min; inhibition, % at 20 µM; 200,000 tested, 0.26% active; AID 1012, 2008;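 active = tissue-nonspecific alkaline phosphatase inhibition above about 50% at 20 µM in the single-dose screen, limit read from the data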;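 also: 0% = DMSO negative control and 100% = EDTA positive control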
Active calls of the source: *; . = not tested or not shown.

1) COc1ccc(C(=O)NNC(=O)CSc2nnc(COc3ccccc3)n2C)cc1
2) CCCC(=O)OCC(=O)Nc1ccc2[nH]c(=O)[nH]c2c1
3) COc1ccc(S(=O)(=O)N(CC(=O)NC2CC2)c2ccc(C)cc2)cc1
4) O=C(NCc1ccccc1)c1cccc(COc2cccc(Cl)c2)c1
5) CCCCSC(=O)Nc1ccccc1
6) C/C(Cn1nc([N+](=O)[O-])cc1C)=N\NC(=O)c1ccc(C(C)(C)C)cc1
7) CC1(C)Oc2ccc(C(=O)NC3CCCC3)cc2N(CC(=O)NC2CCCC2)C1=O
8) O=C(NNC(=O)C1[C@H]2CCCC[C@@H]12)NC1CCCCC1 (stereo not given in full)

entry no.,1,2,3,4,5,6,7,8
PMI act satM6P,1,0.6,1,1,1,1,1,1
TNAP inh hiacc,0,-3,-1,-8,-3,-6,-5,-1
APP 5'UTR act,-12,-2,12,1,5,-2,-2,-4
FLuc inh counter,-3,1,-3,-6,8,-5,-3,2
bIAP act,1.3,1.1,0.9,0.5,0.8,0.6,1,1
TNAP act hiacc,1,1,1,1.1,1,1.1,1,1
FLuc stim CS,1,1,1,1.1,0.9,1.1,1,1
NF-kB neuron act,1.7,0.97,0.83,1.2,1.5,1.2,1.1,1.3
PMI activator,1,0.9,1,1,0.9,1,1,0.9
TNAP inh no acc,-39,-10,-5,-20,46,-9,-10,-10

Given with two lines to a compound: entries from further up
Under each structure: PMI act satM6P, TNAP inh hiacc, APP 5'UTR act, FLuc inh counter, bIAP act, TNAP act hiacc, FLuc stim CS, NF-kB neuron act, PMI activator, TNAP inh no acc
8	O=C(NNC(=O)C1[C@H]2CCCC[C@@H]12)NC1CCCCC1 (stereo not given in full)
    1, -1, -4, 2, 1, 1, 1, 1.3, 0.9, -10
7	CC1(C)Oc2ccc(C(=O)NC3CCCC3)cc2N(CC(=O)NC2CCCC2)C1=O
    1, -5, -2, -3, 1, 1, 1, 1.1, 1, -10

Further structures.
9) CC(C)OC(=O)c1cccnc1N1CCN(c2cccc(Cl)c2)CC1
10) O=C(CSc1nc2ccccc2[nH]1)Nc1nc(-c2ccccc2)c(-c2ccccc2)o1
11) O=C(c1ccccc1)c1c[nH]cc1-c1ccccc1
12) CCN(CCCNC(=O)CCc1nc(-c2ccc(C)cc2)no1)c1cccc(C)c1
13) COc1ccc(C2CC(c3ccccc3)Nc3nc(NC(=O)c4cccs4)nn32)cc1 (stereo not given)
14) O=C(Nc1cccc2ccccc12)N1CCN(c2ccccc2)CC1
15) CC1Cc2ccccc2N1C(=O)c1ccc2c(c1)nnn2C (stereo not given)
16) O=C(Nc1nccs1)C1Cc2ccccc2CN1S(=O)(=O)c1ccc(F)cc1 (stereo not given)

entry no.,9,10,11,12,13,14,15,16
PMI act satM6P,0.9,1.1,0.8,0.8,1,0.8,1.1,1
TNAP inh hiacc,-6,-2,-3,-8,2,-7,-6,-4
APP 5'UTR act,3,-1,12,14,13,-6,15,155*
FLuc inh counter,-8,-5,-4,-3,0,-1,1,6
bIAP act,1,0.9,0.9,1,1,0.9,1,1
TNAP act hiacc,1.1,1,1,1.1,1,1.1,1.1,1
FLuc stim CS,1.1,1,1,1,1,1,1,0.9
NF-kB neuron act,1.3,0.98,0.99,0.88,0.34,1.1,1.1,1.6
PMI activator,0.8,0.9,0.9,0.8,0.9,0.8,1,1
TNAP inh no acc,-6,-26,-8,-8,-4,-10,-15,-12

17) CCCCC(=O)NC1=NC(=O)C(C)(C)S1
18) Cc1ccc(NC(=O)c2c(-c3ccccc3)noc2C)nc1
19) O=c1cc(CSc2ccc(Cl)cc2)nc(-c2ccncc2)[nH]1
20) COC(=O)c1ccc(SC)cn1
21) CC1(C)Oc2ccc3ccc(=O)oc3c2C(/C=N/O)C1=O (stereo not given)
22) COc1cc(C(=O)N2CCN(C(=O)C(Cc3cc(C)ccc3C)NC(C)=O)CC2)cc(OC)c1OC (stereo not given)
23) CC(=O)N(Cc1ccccc1)Cc1cn(CCC#N)nc1-c1cccc([N+](=O)[O-])c1
24) COc1ccc(NC(=S)NNC(=O)Cn2nc([N+](=O)[O-])cc2C)cc1

entry no.,17,18,19,20,21,22,23,24
PMI act satM6P,1,0.9,1.1,1,1,1,1,1
TNAP inh hiacc,-2,-1,-3,-5,-1,-5,-3,2
APP 5'UTR act,10,-16,5,-4,13,-22,12,5
FLuc inh counter,-6,-1,2,-6,-5,-8,-6,2
bIAP act,1,1.2,1,1,0.9,1,1,1.5
TNAP act hiacc,1,1,1,1,1,1,1,1
FLuc stim CS,1.1,1,1,1.1,1,1.1,1.1,1
NF-kB neuron act,1.3,1.1,1,1,1.3,0.73,0.93,1
PMI activator,1,1,1.1,1,1,1,1,1
TNAP inh no acc,-12,-1,-13,-11,-8,-12,-11,-152

25) COc1cc(C2N(c3ccc(F)cc3)C(=O)C3CCCN32)cc(OC)c1OC (stereo not given)
26) O=c1[nH]c(SCc2ccccc2Cl)nc2c1cnn2-c1ccccc1
27) CC(=O)N(C(C)=O)N1C(=O)/C(=C/c2ccc(Cl)cc2)SC1=S
28) COCCCN1C(=O)c2ccc(C(=O)OCC(=O)NCCc3ccccc3)cc2C1=O
29) C/C(=N\OCC(=O)NCC(F)(F)F)c1cc2ccccc2o1
30) CCN1C(=O)c2ccccc2S(=O)c2ccc(C(=O)N3CCCC3)cc21 (stereo not given)
31) CCCc1oc(C(=O)O)cc1CN
32) Cc1cc(C)n(C(=O)CNC(=O)c2ccco2)n1

entry no.,25,26,27,28,29,30,31,32
PMI act satM6P,0.9,1,1,1.1,1,0.9,1,1
TNAP inh hiacc,-4,-2,-3,0,-5,0,-5,-10
APP 5'UTR act,3,-12,10,21,15,-1,20,-4
FLuc inh counter,-6,-10,-9,-5,14,-1,-8,-7
bIAP act,1.2,1,1.1,1,1.1,1,0.9,0.9
TNAP act hiacc,1,1,1,1,1.1,1,1.1,1.1
FLuc stim CS,1.1,1.1,1.1,1.1,0.9,1,1.1,1.1
NF-kB neuron act,1.4,1.1,1.2,1.1,1.9,1.5,1.2,1.1
PMI activator,0.9,1,0.9,1.1,1,0.9,0.9,1.2
TNAP inh no acc,-15,-7,-23,1,-13,-10,-10,-4

33) O=C(Nc1cccc(Cl)c1)c1ccc2c(=O)n3c(nc2c1)CCCCC3
34) CCOC(=O)c1c(NC(=O)COC(=O)Cn2c(C(F)(F)F)nc3ccccc32)sc(C)c1C
35) O=C(CN(c1ccccc1)S(=O)(=O)c1ccccc1)N/N=C/c1ccc(OC2CSC2)cc1
36) COc1ccc(CCN2C(=O)CC(C(N)=O)SC2=Nc2ccc(F)cc2)cc1OC (stereo not given)
37) COc1ccccc1Nc1nc(NCCO)c2ccccc2n1
38) O=C(CN(c1ccc(F)cc1)S(=O)(=O)c1ccc2c(c1)OCCO2)NCc1ccccc1
39) COc1ccccc1-c1nc(-c2ccc(Br)o2)no1
40) COc1ccc(NC(=O)CN2CCN(C3c4ccccc4-c4ccccc43)CC2)c(OC)c1

entry no.,33,34,35,36,37,38,39,40
PMI act satM6P,1,1,1,1,1,1,0.9,1
TNAP inh hiacc,-6,-4,1,-10,-7,-8,-6,-6
APP 5'UTR act,202*,4,-3,7,2,-9,218*,-2
FLuc inh counter,28,-11,-2,-6,-5,-8,30,-6
bIAP act,1,1,0.7,1.1,0.9,0.9,0.9,1.2
TNAP act hiacc,1.1,1,1,1.1,1.1,1.1,1.1,1.1
FLuc stim CS,0.7,1.1,1,1.1,1,1.1,0.7,1.1
NF-kB neuron act,2.7,1,0.94,.,1,0.95,6.7*,0.49
PMI activator,1,1,0.8,0.9,0.9,1,0.9,0.9
TNAP inh no acc,-14,-1,-9,-9,-4,-12,-22,-26

41) COc1ccc(Cl)cc1NC(=O)CN(C)CC(=O)Nc1ccccc1C(F)(F)F
42) C/C(=N\NC(=O)c1ccc(CSc2nc(C)cc(C)n2)cc1)c1ccco1
43) CCc1cccc(NC(=O)C2CCCN(S(=O)(=O)c3c(C)[nH]c(=O)[nH]c3=O)C2)c1 (stereo not given)
44) CN(C)S(=O)(=O)c1cc(C(=O)NCC2CCCO2)c(Cl)cc1Cl (stereo not given)
45) c1ccc(Nc2c3c(nc4ccccc24)CCC3)cc1
46) Clc1ccccc1-c1nc(N/N=C/c2cccnc2)c2ccccc2n1
47) CCC(C)(C)n1nnnc1C(c1cccc(C#N)c1)N1CCN(c2cc(C)ccc2C)CC1 (stereo not given)
48) O=C(Nc1ccccc1)c1ccc(N2CCN(c3ccccn3)CC2)c(S(=O)(=O)N2CCOCC2)c1

entry no.,41,42,43,44,45,46,47,48
PMI act satM6P,1,1,1,1,1.1,1,0.9,0.9
TNAP inh hiacc,-3,-6,2,-2,0,0,-4,-2
APP 5'UTR act,-6,31,-11,-8,8,0,.,-8
FLuc inh counter,-1,-6,-2,-4,0,1,-2,-6
bIAP act,1.2,1.2,0.9,0.9,0.8,1,1,1
TNAP act hiacc,1,1.1,1,1,1,1,1,1
FLuc stim CS,1,1.1,1,1,1,1,1,1.1
NF-kB neuron act,0.86,1.1,1,0.77,0.97,0.44,.,0.8
PMI activator,1,1,0.9,1,1.1,1,0.8,0.9
TNAP inh no acc,-11,-24,-2,-11,-6,-7,-3,16

49) CC(C)C1CC(c2ccccc2)(C(CN)CO)CCO1 (stereo not given)
50) CCOc1ccc(C(=O)Nc2cc(-c3nc4ccccc4[nH]3)ccc2Cl)cc1[N+](=O)[O-]
51) CCOC(=O)N1CCC(=NNC(N)=O)CC1
52) O=C(CCNC(=O)c1ccco1)Nc1cccc(Br)c1
53) Cc1ccc(Nc2nc(/N=C/N(C)C)n[nH]2)cc1C

entry no.,49,50,51,52,53
PMI act satM6P,1.1,1,1,0.9,0.7
TNAP inh hiacc,0,-2,-2,-2,-6
APP 5'UTR act,23,18,4,-9,46
FLuc inh counter,-7,0,-5,-7,8
bIAP act,0.9,0.4,1.2,0.9,1.2
TNAP act hiacc,1,1,1,1,1.1
FLuc stim CS,1.1,1,1.1,1.1,0.9
NF-kB neuron act,1.1,0.55,0.96,1.1,1.1
PMI activator,1.1,0.8,1,1,0.9
TNAP inh no acc,0,-12,1,-16,-39
